Screening results as filed in PubChem BioAssay.
TDP1 cell noCPT: qHTS for Inhibitors of human tyrosyl-DNA phosphodiesterase 1 (TDP1): qHTS in cells in absence of CPT; DT40 Tdp1-/- hTDP1 cells, no CPT, ATP luminescence, 48 h; hit rate 15% among 420,000; Potency, µM (series often up to 46.2 µM), inactives show at the top dose activity change, negative = growth inhibition, most hits filed as inhibitors; AID 686978, 2013; active = well fitted inhibition curve with a large enough effect; inconclusive = small, poorly fitted or top-dose-only effect; note: nearly all actives have a fitted effect of over 55% in size
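Growth of hTDP1-complemented DT40 Tdp1-knockout cells is measured by ATP luminescence after at least 48 hr compound exposure at 37 °C, with DMSO substituting for the 20 nM CPT used in the parallel screen.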
An asterisk follows results filed as active; ? = inconclusive. % is set by controls: 0 for no effect and ±100 for the full control effect; potency is the fitted concentration of half-maximal effect. The list is partial (hit frequency here may not be typical).

SMILES | TDP1 cell noCPT
CCCC(=O)N1CCC1(C)C(=O)NS(=O)(=O)c1cc(C)ccc1F (configuration not stated) | -13.7%
COc1ccc(CCN2C(=O)CCC2(C)c2nnnn2Cc2ccccc2)cc1OC (configuration not stated) | -21.8%
CC1(Oc2ccc3ccccc3c2)CCN(Cc2ccc(OC(F)(F)F)cc2)C1 (configuration not stated) | -23.9%
COc1ccc2[nH]c(CCc3nc4c(OC)c(OC)ccc4[nH]3)nc2c1OC | -0.4%
O=C(C=Cc1ccco1)c1ccco1 | -25.3%
O=C(c1cnc(Cl)c(Cl)c1)N1CCN(S(=O)(=O)c2cccs2)CC1 | -3.5%
O=C(NC1CCCCC1)c1[nH]c(C(F)(F)F)nc1-c1ccccc1 | -12.2%
CC1=CC(Cc2ccccc2)N(C)C(C(N)=O)C1 (configuration not stated) | -17.2%
CC(C)CNC(=O)C1(C)CCCCCN1C(=O)c1cccnc1 (configuration not stated) | -0.6%
CCOC(=O)C1=CCN(S(=O)(=O)c2ccccc2C(=O)OC)C1c1ccc(Cl)cc1 (configuration not stated) | 18.4µM*
CCCN(C)C1CN(Cc2cn(Cc3cccc(Cl)c3)nn2)S(=O)(=O)C1 (configuration not stated) | -23.9%
COc1ccc(OC)c2cc3ccccc3cc12 | 0.92µM*

The list goes on, overlapping the part above by three compounds.
SMILES | TDP1 cell noCPT
CCOC(=O)C1=CCN(S(=O)(=O)c2ccccc2C(=O)OC)C1c1ccc(Cl)cc1 (configuration not stated) | 18.4µM*
CCCN(C)C1CN(Cc2cn(Cc3cccc(Cl)c3)nn2)S(=O)(=O)C1 (configuration not stated) | -23.9%
COc1ccc(OC)c2cc3ccccc3cc12 | 0.92µM*
O=C(C=Cc1ccccc1)Nc1ccccc1 | -25.3%
COc1cc2nc(CCNCc3ccccc3)nc(NC3CCN(C)CC3)c2cc1OC | 5.01µM*
CCCCCN(CCCCC)c1ccc(/C=C/c2ccnc3ccccc23)cc1 | 12.6µM*
CCCCCn1nnnc1C1(C)CCC(=O)N1Cc1ccco1 (configuration not stated) | -21.2%
Cn1c(SCC(=O)NCc2ccco2)nnc1-c1ccc(NC(=O)c2ccccc2)cc1 | ?
O=C(Cn1cnc2c(NCc3ccccc3)ncnc21)NCC1CCCO1 (configuration not stated) | -17.7%
CC(C)n1cc2c(N)ncnc2n1 | 6.4%
CC(NC(=O)C1CCCN1C(=O)OC(C)(C)C)C(=O)OCc1ccccc1 (configuration not stated) | ?
COc1ccc(-c2ccc3c(c2)O[C@H](CN(C)C(=O)Nc2ccccc2F)[C@@H](C)CN([C@H](C)CO)S3(=O)=O)cc1 | 16.4µM*
CCOC(=O)C1(C)CCCN(C(=O)c2cc(F)cc(F)c2)C1 (configuration not stated) | ?
CC(C)(C)C(=O)Nc1cccc(-c2ccc[nH]2)n1 | ?
C#CCOCCOCCOCCNc1nc(N2CCN(C(=O)C([C@@H](C)CC)n3cc(C(N)COC(=O)C(F)(F)F)nn3)CC2)nc(N2CCN(C(=O)C([C@@H](C)CC)n3cc(C(N)CC(C)C)nn3)CC2)n1 (some centres not stated) | -4.3%
O=S1(=O)C[C@H](N2CC[C@@H](O)C2)[C@@H](COCc2ccccc2)N1 | 12.6%
O=C(CC1Sc2ccc(C(F)(F)F)cc2NC1=O)Nc1ccc(Cl)c(C(F)(F)F)c1 (configuration not stated) | ?
CC(=O)c1ccc(N2CCN(c3ccc(NC(=O)c4ccc(F)cc4)cc3C(=O)O)CC2)cc1 | -8.1%
CCCCNC(=O)c1onc(CSc2ccccn2)c1C(=O)NCCCC | ?
O=C(CSc1nccn1Cc1ccc(F)cc1)NC1CCCCC1 | ?
CCCOc1ccc(/C(O)=C2/C(=O)C(=O)N(CCN(C)C)C2c2ccncc2)cc1 (configuration not stated) | 13.1%
CC(=O)N(c1cc(C)ccc1C)c1ccccc1[N+](=O)[O-] | ?
O=C1NC[C@H](Cc2ccccc2)N(C[C@H]2CCCN2C[C@H](Cc2ccccc2)N2C[C@H](Cc3ccc(O)cc3)N(CCc3ccccc3)C(=O)C2=O)C1=O | ?
CCCNC(=O)C1(C)CCN(C(=O)c2ccc(F)cc2Cl)C1 (configuration not stated) | 2.5%
COc1ccccc1OCC(=O)NCC1CCCN(C(=O)c2cccc(C)c2)C1 (configuration not stated) | ?
S=c1ncc2n[nH]nc2[nH]1 | 1.2%
COc1ccc(/C=c2\[nH]c(=O)/c(=C/c3ccc(OC)c(OC)c3)[nH]c2=O)cc1OC | -23.0%
O=C1CCc2cc(-c3csc(-c4ccc(O)cc4)n3)ccc2N1 | 3.16µM*
CCCCN(C)c1c(C)nc2ccc(C(=O)Nc3cc(-c4ccccc4)ccc3OC)cn12 | 16.4µM*
COc1ccc([C@H]2CC(=O)C[C@@H](CCn3cc(-c4cccnc4)nn3)O2)cc1 | -13.3%
OC[C@@H]1CN(Cc2cccnc2)C[C@H](n2cnc3c(N4CCCC4)ncnc32)O1 | 2.5%
CC[N+]1(CC(=O)c2ccc(I)cc2)CCCCC1 | -19.9%
Nc1nc2c(ncn2[C@@H]2O[C@H](CNCc3ccc(Oc4cc(-n5cccn5)ncn4)cc3)[C@@H](O)[C@H]2O)c(=O)[nH]1 | 18.0%
C[C@H]1COc2cccc(N(C)CCO)c2S(=O)(=O)N1 | -16.0%
Cn1ccc2c(-c3ccc4[nH]ccc4c3)cc3c(c21)C1CCC3O1 (configuration not stated) | ?
CCC(=O)N(C)C[C@@H]1Oc2ncc(Br)cc2C(=O)N([C@@H](C)CO)C[C@H]1C | -18.0%
COc1ccc(CC(N)c2csc(NC(=O)Nc3ccccc3C(C)C)n2)cc1 (configuration not stated) | 16.4µM*
COC(=O)c1ccccc1NC(=O)CC(NCc1ccccc1)C(=O)O (configuration not stated) | -8.9%
C[N+]1(CC(=O)c2ccc(Cl)c(Cl)c2)CCOCC1 | -1.2%

Part of the list above, set out differently.
structure	TDP1 cell noCPT
Nc1nc2c(ncn2[C@@H]2O[C@H](CNCc3ccc(Oc4cc(-n5cccn5)ncn4)cc3)[C@@H](O)[C@H]2O)c(=O)[nH]1	18.0%
O=C1CCc2cc(-c3csc(-c4ccc(O)cc4)n3)ccc2N1	3.16µM*
CC(NC(=O)C1CCCN1C(=O)OC(C)(C)C)C(=O)OCc1ccccc1 (configuration not stated)	?
O=C1NC[C@H](Cc2ccccc2)N(C[C@H]2CCCN2C[C@H](Cc2ccccc2)N2C[C@H](Cc3ccc(O)cc3)N(CCc3ccccc3)C(=O)C2=O)C1=O	?
COc1ccc(CC(N)c2csc(NC(=O)Nc3ccccc3C(C)C)n2)cc1 (configuration not stated)	16.4µM*

Continued:
SMILES | TDP1 cell noCPT
Cn1ncc2c(=S)nc(Cl)[nH]c21 | ?
CCOC(=O)C(Cc1ccc(O)cc1)Nc1nc2ccccc2o1 (configuration not stated) | -21.4%
CC(=O)NCCNc1nc2cc(-c3ccccc3)sc2c(=O)n1C | ?
COC(=O)[C@H](NC(=O)c1cc([C@@H](NC(=O)OC(C)(C)C)C(C)C)sc1N)C(C)C | ?
CC(=O)c1ccccc1C(=O)N1CCCC(CNC(=O)c2ccc(F)cc2)C1 (configuration not stated) | 4.0%
COc1ccc(-c2ccc3[nH]c4c(c3c2)CCN2C(=O)[C@@H]([C@H](C)O)[C@@H](N(C)C(=O)Nc3ccccc3)C[C@@H]42)cc1 | 6.51µM*
Cc1cccc(NC(=O)CN2CCN(C(=O)CNC(=O)c3ccc(-c4ccccc4)cc3)CC2)c1C | 2.31µM*
CC(C)CNC(=S)N1CCC(C(=O)c2ccc(Cl)cc2)CC1 | ?
Cc1ccc(CN2CC(C(=O)Nc3ccc(S(=O)(=O)N4CCCCC4)cc3)CC2=O)cc1 (configuration not stated) | ?
CCCCN1CC(N2CCN(C)CC2)CS1(=O)=O (configuration not stated) | -3.8%
O=C1OC2(c3ccccc31)c1cc(Br)c(O)c(Br)c1Oc1c2cc(Br)c(O)c1Br | -21.4%
COc1ccc(CN2[C@@H](CC(=O)O)c3ccc(/C=C/C(=O)O)cc3S2(=O)=O)cc1 | ?
OCC[C@H]1C[C@@H](O)[C@H](O)[C@]2(CCCO2)O1 | 20.6%
Cc1ccc(S(=O)(=O)N2CCOCC2)cc1NC(=O)Cn1c(=O)ccn(Cc2ccccc2)c1=O | -0.5%
COC(=O)[C@@H]1CCCN1Cc1ccc2c(c1)CN(Cc1coc3ccc(C)cc3c1=O)CCO2 | ?
CC(C)NC(=O)Nc1nnc([C@H]2C[C@H](O)[C@@H](CO)O2)s1 | 3.0%
COc1cccc(C2=NN(C(=O)C3CC3)C(O)(C(F)(F)F)C2)c1 (configuration not stated) | ?
NS(=O)(=O)c1ccc(S(=O)(=O)N2CCCC(c3ccccc3)C2)cc1 (configuration not stated) | 23.1µM*
COCCNC(=O)C1(C)CCCN(C(=O)c2ccc(F)c(Cl)c2)C1 (configuration not stated) | -0.3%
O=C(NCc1ccco1)c1ccc2c(c1)S(=O)(=O)c1ccccc1C2=O | -19.7%
Cc1ccc(S(=O)(=O)N2CCN(C(=O)c3cc(C4CC4)nn3-c3ccccc3)CC2)cc1 | ?
CN(C)CCCCCCNc1cc(N2CCN(C)CC2)ncn1 | 0.1%
COc1ccc(Cc2c(-c3ccc(C#N)cc3)nc3c4ccccc4ccn23)c(C)c1 | ?
COCC1CCN(C(=O)c2ccc3oc(C(C)C)nc3c2)C1 (configuration not stated) | 3.0%
NS(=O)(=O)c1ccc(NCc2cnc3ccccc3c2)cc1 | ?
O=C(CS(=O)(=O)Cc1ccccc1)Nc1ccc(Br)cc1F | -19.4%
COCCN1C(=O)c2oc3cc(C)c(C)cc3c(=O)c2C1c1cccc(O)c1 (configuration not stated) | -17.3%
COc1ccc(-c2cn(CC[C@@H]3CC[C@H](NC(=O)Cc4ccccn4)[C@@H](CO)O3)nn2)cc1 | -7.0%
C[C@@H](CO)NC(=O)c1nc[nH]c1C(=O)N[C@H](C)c1ccccc1 | -1.5%
Cc1ccc(F)c(S(=O)(=O)NC(=O)C2(C)CCN2C(=O)CCC2CCCC2)c1 (configuration not stated) | 6.4%
COc1ccc2c(CN3CCCCC3)cc(=O)oc2c1 | -0.1%
O=C1NC(=O)C(c2ccccc2)(C2CCCC2)N1 (configuration not stated) | 9.3%
COc1ccc(C(O)C(O)(C(=O)OC(C)C)c2ccc(C)cc2)cc1 (configuration not stated) | ?
CC(C)(C)c1ccc(CC(=O)N2CCC2(C)C(=O)Nc2cnc3ccccc3c2)cc1 (configuration not stated) | 11.6µM*
NC(=O)C1(Nc2ccc(Cl)cc2)CCCC1 | -16.2%
CCC(=O)N(C)C[C@H]1Oc2cc(Br)ccc2S(=O)(=O)N([C@@H](C)CO)C[C@H]1C | -3.4%
COc1ccc(N=C2C(=S)N(c3ccc(OC)cc3)C(=NS(=O)(=O)c3ccccc3)N2c2ccccc2)cc1 | 1.46µM*
Cc1ccc(S(=O)(=O)N2CCCC(C(=O)NCCc3ccc(Cl)cc3)C2)cc1 (configuration not stated) | ?
CS(=O)(=O)c1ccc(S(=O)(=O)N2CCN(C(=O)C(O)c3ccccc3)CC2)cc1 (configuration not stated) | -0.3%
COC(=O)[C@@H]1ON2OCC(C)=C3CCCC[C@@]32[C@H]1C(=O)OC | 23.5%
COCCNC(=O)C1Nc2ccc(C(F)(F)F)cc2C2C=CCC12 (configuration not stated) | ?
O=C(/C=C/[C@H]1O[C@@H](n2cnc3c(NC(=O)c4ccccc4)ncnc32)[C@H](O)[C@@H]1O)NCc1cccc2ccccc12 | -22.2%
CC(=O)N(CC(O)CO)c1c(I)c(C(=O)NCCO)c(I)c(C(=O)NCC(O)CO)c1I (configuration not stated) | 4.4%
Cc1ccc(CN2CC(C(=O)Nc3ccc(C)c(S(=O)(=O)N4CCCCC4)c3)CC2=O)cc1 (configuration not stated) | ?
CCCCNC(=O)C1C(c2ccc(C(F)(F)F)cc2)=Nc2ccccc2N1C(=O)c1cccc2ccccc12 (configuration not stated) | ?
COc1ccc(C(C)(O)c2nc(-c3ccc(C)c(C)c3)cs2)cc1 (configuration not stated) | 18.4µM*
CCOC(=O)C1=C(C)N(CCCC(=O)O)C(=O)NC1c1ccccc1OS(=O)(=O)c1ccccc1[N+](=O)[O-] (configuration not stated) | -9.6%
CNc1ncnc2c1ncn2[C@H]1CN(Cc2ccc(OC)cc2)C[C@@H](CO)O1 | ?

Next section, overlapping the part above by 4 compounds.
SMILES | TDP1 cell noCPT
CCCCNC(=O)C1C(c2ccc(C(F)(F)F)cc2)=Nc2ccccc2N1C(=O)c1cccc2ccccc12 (configuration not stated) | ?
COc1ccc(C(C)(O)c2nc(-c3ccc(C)c(C)c3)cs2)cc1 (configuration not stated) | 18.4µM*
CCOC(=O)C1=C(C)N(CCCC(=O)O)C(=O)NC1c1ccccc1OS(=O)(=O)c1ccccc1[N+](=O)[O-] (configuration not stated) | -9.6%
CNc1ncnc2c1ncn2[C@H]1CN(Cc2ccc(OC)cc2)C[C@@H](CO)O1 | ?
O=C(NC1CCCCCCC1)c1c(Cl)cccc1Cl | -9.6%
CC(Oc1ccccc1F)C(=O)NNC(=O)c1ccc(-n2cncn2)c([N+](=O)[O-])c1 (configuration not stated) | 4.4%
CCN(CC(=O)Nc1ccc(NC(C)=O)cc1)C(=O)c1cccc(N2C(=O)c3ccccc3C2=O)c1 | 19.4%
CC1(C(=O)NS(=O)(=O)C2CC2)CCN(C(=O)c2c(F)cccc2F)C1 (configuration not stated) | -1.1%
CC(OC(=O)c1ccc(Br)o1)C(=O)NCC1CCCCC1 (configuration not stated) | ?
O=C(Cc1ccc([N+](=O)[O-])cc1)Oc1ccccc1 | -1.2%
Cc1ccc(Cc2c(-c3ccc(F)cc3)nc3cc(C)ccn23)cc1 | 16.4µM*
C[C@@H]1ON(C)[C@H]2C[C@H]3c4[nH]c5ccccc5c4CCN3C(=O)[C@@H]12 | -15.9%
O=C(NCC(=O)N1CCCCCCC1)c1ccc(Cl)c(Cl)c1 | ?
